# GAA glycogen mod: inhibitors or activators of human alpha-glucosidase glycogen cleavage; P10253; recombinant GAA, glycogen substrate, Amplex Red glucose oxidase fluorescence; Potency, µM (series often up to 76.4 µM), without a hit: at the highest dose activity change, negative = inhibition, usual class: inhibitors; actives 0.38% (n = 300,000); AID 2100; active means well fitted inhibition curve with a large enough effect; inconclusive means small, poorly fitted or top-dose-only effect, or another doubt; inactive means no such curve, though single readings can be large or run the other way;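 further: 0% = full enzyme reaction and -100% = no-enzyme basal signal; the screen sought inhibitors and activators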
#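 Natural-substrate format: glycogen cleavage by 4 nM human enzyme, glucose read by Amplex Red coupling (Ex 573, Em 610 nm). Normalized to enzyme and no-enzyme controls.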
# * marks the source's active call; other numbers are inactive results; u = inconclusive; [ ] = remark or other dose. Potency means the concentration at half of the fitted maximal effect. These rows are one share of the data (hit frequency here may not be typical).
Compound | GAA glycogen mod
Cc1nc2nc(C)c(NS(=O)(=O)c3ccc(Cl)s3)c(=O)n2[nH]1 | -1%
COc1ccc(S(=O)(=O)NCCCN2CCOCC2)cc1F | -4%[76.3 µM]
Cc1c(C(=O)Nc2cccc(C(F)(F)F)c2)sc2nc3n(c(=O)c12)CCCC3 | 14%[76.3 µM]
CC(SCC(=O)Nc1ccccc1)c1nc2ccccc2c(=O)[nH]1 (configuration not stated) | 4%[76.3 µM]
O=C(NCC1CCN(Cc2ccccc2Cl)CC1)Nc1ccccc1F | -3%
CCOc1cc(C(C(=O)NCC2CCCO2)N(C(=O)Cn2nnc3ccccc32)c2ccc(OC)c(OC)c2)ccc1O (configuration not stated) | -13%[76.3 µM]
Cc1ccccc1-c1noc(-c2ccc(N3CCCC3)c([N+](=O)[O-])c2)n1 | 7%[76.3 µM]
NC(=O)c1c(NC(=O)C(=O)N2CCOCC2)sc2c1CCCC2 | -1%[76.3 µM]
COc1ccc(C2C(C(C)=O)=C(O)C(=O)N2c2ccc(C)cc2)cc1 (configuration not stated) | -2%
Cc1c(Cl)ccc2c(C(=O)Nc3cc(C(C)(C)C)on3)cc(-c3ccccn3)nc12 | -4%[76.3 µM]
Fc1cccc(-c2n[nH]c(=S)n2-c2ccccc2)c1 | 11%[76.3 µM]
CC(=O)Nc1ccc(Nc2nc(-c3sc(C)nc3C)cs2)cc1 | -2%[76.3 µM]
O=C(OCC(=O)N(CCc1ccccc1)Cc1ccccc1)c1ccccc1NCCO | -12%[76.3 µM]
NC(=O)C1CCN(C(=O)C2CCC(=O)N(CC3CCCCC3)C2)CC1 (configuration not stated) | 1%[76.3 µM]
COc1ccc(C(C(=O)NCC2CCCO2)N(Cc2ccc(F)cc2)C(=O)CNC(=O)c2ccco2)cc1OC (configuration not stated) | 4%
CN1CCCN(C(=O)c2ccc(Br)s2)CC1 | 0%[76.3 µM]
CC(C)c1ccc(S(=O)(=O)c2cnc(=S)[nH]c2N)cc1 | -6%
COc1ccc(C(=O)C(O)C(c2ccc(C)cc2)N2CCOCC2)cc1OC (configuration not stated) | -4%
O=C(NCCc1ccccc1)C1(S(=O)(=O)c2ccc(Cl)cc2)CC1 | 7%
CCc1nnc(NC(=O)c2cc(C)oc2C)s1 | -11%[76.3 µM]
Cc1ccccc1C(=O)NNC(=O)c1cccc(Br)c1 | -6%[76.3 µM]
O=C(NCc1ccccc1)N1CCCC1 | -7%[76.3 µM]
COc1ccc(CCNC(=O)CN(c2cc(OC)ccc2OC)S(=O)(=O)c2ccccc2)cc1 | 3%
COc1ccc(S(=O)(=O)N2CCOC2CNC(=O)C(=O)NCc2ccccn2)cc1C (configuration not stated) | 10%[76.3 µM]
COC(=O)[C@H](Cc1ccccc1)NC(=O)NCCc1ccc(OC)cc1 | 6%
C/C(=N/NC(=O)c1sc(NS(=O)(=O)c2ccccc2)nc1C)c1sc(N)nc1C | 4%
O=C(NCC(=O)N1CCCCCC1)c1ccc(Cl)cc1 | 0%[76.3 µM]
COc1ccccc1NC(=O)C1CCN(S(=O)(=O)c2cccc3nonc23)CC1 | -3%
CCCC(=O)Nc1ccc2c(c1)nc(CN1CCN(C(=O)OCC)CC1)n2C | 11%
COc1ccc(/C=C2\Oc3cc(OCC(=O)N4CCC(C(=O)O)CC4)ccc3C2=O)c(OC)c1 | 1%[76.3 µM]
Fc1ccc(/C=N/n2c(COc3ccccc3)n[nH]c2=S)cc1 | 2%
CC1CCN(C(=O)Cn2cc(SCC(=O)NCc3ccccc3Cl)c3ccccc32)CC1 | -3%[76.3 µM]
O=C(Cc1ccc(Cl)cc1Cl)OCC(=O)N1CCCCC1 | -1%
CC(C)(C)C(=O)Nc1ccccc1-c1nc2ccccc2[nH]c1=O | 20%[76.3 µM]
CCOC(=O)c1ccc(NC(=O)Cc2noc3ccc(C)cc23)cc1 | -12%[76.3 µM]
Cc1ccc2[nH]c(C(=O)N3CCCC(Nc4ccc(F)cc4)C3)cc2c1 (configuration not stated) | 4%[76.3 µM]
COc1ccc(NC(=O)Cn2nnc(C(=O)NCc3ccc4c(c3)OCO4)c2N)c(OC)c1 | -4%[76.3 µM]
CCc1c(C)nc(SCC(=O)N2CCCCC2)[nH]c1=O | -4%[76.3 µM]
CN(Cc1ccon1)C(=O)C1CCN(C2CCN(CCCc3ccccc3)CC2)CC1 | -3%[76.3 µM]
CN(Cc1ccccc1OCCO)CC1CCCN(CCc2ccc(Cl)cc2)C1 (configuration not stated) | -11%[76.3 µM]
Cc1ccc(Cn2c(=O)n(Cc3ccccc3)c(=O)c3oc4ccccc4c32)cc1 | 14%[76.3 µM]
Cc1cc(OC(C)C(=O)NCC2CCC(C(=O)O)CC2)c2c(C)c(Cc3ccccc3)c(=O)oc2c1 (configuration not stated) | 0%[76.3 µM]
Cn1nc(C(=O)N2CCC(C(N)=O)CC2)c2c1-c1ccccc1SC2 | 17%[76.3 µM]
COc1cccc(/C=N/Nc2cc(N3CCOCC3)ncn2)c1O | -29%[76.3 µM]
C/C=C(\C)C(=O)N1CCC(C(=O)c2ccccc2)CC1 | 2%
COc1cc(CN2CCC(n3nccc3NC(=O)CCCc3ccccc3)CC2)ccc1O | -14%[76.3 µM]
CC(C)C[C@H](NC(=O)N1CCn2c1nc1ccccc12)C(=O)N[C@H](Cc1ccccc1)C(=O)O | 17%[76.3 µM]
Cc1ccccc1C(=O)O/N=C(\N)Cc1cccs1 | -2%[76.3 µM]
CCCCn1c(-c2ccc(Cl)c(Cl)c2)nc2cc3[nH]c(=O)c(C(C)C)nc3cc21 | 12%[76.3 µM]
CCN1CCN(c2c(Cl)cccc2NC(=O)c2cccs2)CC1 | -3%[76.3 µM]
CCc1cc(=O)oc2cc(C)cc(OCC(=O)N3CCC(C(=O)O)CC3)c12 | -22%[76.3 µM]
Cc1ccc(NC(=O)c2cccc(C(=O)Nc3ccc(C)cc3C(=O)O)c2)c(C(=O)O)c1 | 0%
CSc1ccc(CN(C)Cc2cc(=O)oc3c(C)c(C)ccc23)cc1 | -1%
Cc1cccn2c(=O)c(/C=C(\C#N)C(N)=O)c(N3CCN(c4ccccc4)CC3)nc12 | 1%
COc1ccc(S(=O)(=O)N2CCc3ccccc32)cc1OC | -11%[76.3 µM]
COc1ccc(S(N)(=O)=O)cc1C(=O)OCC1CCCCC1 | -9%[76.3 µM]
CN(C)CCCN(C(=O)c1ccc(S(=O)(=O)N2CCc3ccccc32)cc1)c1nc2ccc(Cl)cc2s1 | -11%[76.3 µM]
CCn1cc(CN2CCC(C(=O)Nc3ccc(Oc4cccnc4)cc3)CC2)cn1 | -2%[76.3 µM]
CCCCn1cc(S(=O)(=O)c2ccc(CC)cc2)c(=O)c2cc(F)c(N3CCOCC3)cc21 | 8%[76.3 µM]
Cc1ccccc1CC(=O)NC1CCN(Cc2ccccc2)CC1 | 12%[76.3 µM]

# (listing goes on)
Compound | GAA glycogen mod
O=C(O)C1=C(Nc2ccccc2)OCC1=O | 5%
CCCOc1ccc(-c2c(C(=O)N/N=C/c3cccs3)nnn2-c2nonc2N)cc1 | -6%[76.3 µM]
CCc1ccc(NC(=O)Cn2cnc([N+](=O)[O-])c2)cc1 | 1%[76.3 µM]
CC(=O)Nc1cccc(C(=O)Nc2cccc3ncccc23)c1 | 4%
COc1ccc(C(=O)CC(=O)C(=O)Nc2cc(C)ccc2C)cc1 | 0%
COc1ccc(CC(=O)NCC(C)(C)N2CCOCC2)cc1 | 2%
CCCc1cc(C(=O)N2CCCN(C)CC2)cs1 | -10%[76.3 µM]
Cc1ccc(-c2noc(-c3nnn(-c4cccc(C(F)(F)F)c4)c3N)n2)cc1 | 3%[76.3 µM]
N#CC1(NC(=O)COC(=O)/C=C/c2ccc3ccccc3n2)CCCCC1 | -3%[76.3 µM]
C=CCn1cccc(C(=O)Nc2ccc(C)c(Cl)c2)c1=O | -9%
O=C(NC(=S)N1CCc2ccccc21)c1ccccc1Cl | 6%
CCc1ccccc1NC(=O)N1CC(C)Sc2ccccc21 (configuration not stated) | -6%[76.3 µM]
COc1nc(Nc2cccc(F)c2)nc(OC)n1 | 20%[76.3 µM]
CCCCOc1ccc(OCCSc2nc3ccccc3n2CC(=O)O)cc1 | 8%[76.3 µM]
O=C(O)/C=C/c1cccc(NC(=O)Nc2ccc([N+](=O)[O-])cc2)c1 | -15%
CN(Cc1cccc(F)c1)C(=O)C(c1ccccc1)c1ccccc1 | 1%
Cc1ccc(NC(=O)c2ccc3c(c2)CCN3S(C)(=O)=O)cc1C | 16%[76.3 µM]
O=C(Nc1cccnc1)c1ccc(Cl)c(S(=O)(=O)N2CCOCC2)c1 | 9%
c1ccc(NNC2=NCCCCC2)cc1 | u
Cc1occc(=O)c1OCc1ccc(Cl)cc1Cl | 1%

# For convenience, 18 of the compounds above:
Compound | GAA glycogen mod
O=C(O)C1=C(Nc2ccccc2)OCC1=O | 5%
CCCOc1ccc(-c2c(C(=O)N/N=C/c3cccs3)nnn2-c2nonc2N)cc1 | -6%[76.3 µM]
CCc1ccc(NC(=O)Cn2cnc([N+](=O)[O-])c2)cc1 | 1%[76.3 µM]
CC(=O)Nc1cccc(C(=O)Nc2cccc3ncccc23)c1 | 4%
COc1ccc(C(=O)CC(=O)C(=O)Nc2cc(C)ccc2C)cc1 | 0%
COc1ccc(CC(=O)NCC(C)(C)N2CCOCC2)cc1 | 2%
CCCc1cc(C(=O)N2CCCN(C)CC2)cs1 | -10%[76.3 µM]
Cc1ccc(-c2noc(-c3nnn(-c4cccc(C(F)(F)F)c4)c3N)n2)cc1 | 3%[76.3 µM]
N#CC1(NC(=O)COC(=O)/C=C/c2ccc3ccccc3n2)CCCCC1 | -3%[76.3 µM]
C=CCn1cccc(C(=O)Nc2ccc(C)c(Cl)c2)c1=O | -9%
O=C(NC(=S)N1CCc2ccccc21)c1ccccc1Cl | 6%
CCc1ccccc1NC(=O)N1CC(C)Sc2ccccc21 (configuration not stated) | -6%[76.3 µM]
COc1nc(Nc2cccc(F)c2)nc(OC)n1 | 20%[76.3 µM]
CCCCOc1ccc(OCCSc2nc3ccccc3n2CC(=O)O)cc1 | 8%[76.3 µM]
O=C(O)/C=C/c1cccc(NC(=O)Nc2ccc([N+](=O)[O-])cc2)c1 | -15%
CN(Cc1cccc(F)c1)C(=O)C(c1ccccc1)c1ccccc1 | 1%
Cc1ccc(NC(=O)c2ccc3c(c2)CCN3S(C)(=O)=O)cc1C | 16%[76.3 µM]
O=C(Nc1cccnc1)c1ccc(Cl)c(S(=O)(=O)N2CCOCC2)c1 | 9%

# Further compounds follow.
Compound | GAA glycogen mod
COc1ccc(-c2cc(-c3ccccc3)nc(SC(C)C(=O)O)c2C#N)cc1 (configuration not stated) | 0%[76.3 µM]
Cc1ccc(OCCNC(=O)c2cccc(C)c2)cc1 | 1%[76.3 µM]
Cc1ccccc1-c1nc2c(c(SCc3cccc(Cl)c3)n1)Cc1c(CO)cnc(C)c1O2 | 14%[76.3 µM]
Cc1ccnc(NC(=O)c2ccccc2NC(=O)c2ccc(Cl)cc2Cl)c1 | 0%[76.3 µM]
CCCOC(=O)Cn1cnc2scc(-c3ccc(C)cc3)c2c1=O | -8%[76.3 µM]
COc1cc(NC(=O)C2CCN(S(=O)(=O)Cc3ccccc3)CC2)c(OC)cc1Cl | -4%[76.3 µM]
CN(Cc1ccc2ccccc2c1)C(=O)c1ccc(C(F)(F)F)cc1 | 0%
COc1ccccc1NC(=O)/C(=C\c1cccnc1)NC(=O)c1ccc(C)cc1 | -20%
Cc1nc2sccn2c(=O)c1S(=O)(=O)NCc1ccc(F)cc1 | 16%[76.3 µM]
Nn1c(C2CCC2)nc2ccccc2c1=O | -10%[76.3 µM]
COc1cc(Br)c(CN2CCCN(C)CC2)cc1OC | 0%[76.3 µM]
CC(C)(C)NS(=O)(=O)c1ccc(NC(=O)CS(=O)(=O)Cc2ccccc2)cc1 | -7%[76.3 µM]
CCn1c(SCC(=O)NC2CC2)nnc1-c1ccc(F)cc1 | 1%[76.3 µM]
CCn1c(=O)n(CC)c2cc(NC(=O)c3ccccc3Cl)ccc21 | 3%[76.3 µM]

# Bioassay records (PubChem BioAssay)
